HGIII-sPLA2 inh – Inhibits HGIII-sPLA2 liposome hydrolysis, primary screen. hit rate 0.56% among 370,000. Q9NZ20. inhibition, % at 12.2 µM. QFRET BODIPY PC-A2 liposome hydrolysis, fluorescence;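 active means inhibition above mean plus 3 SD of compounds lying within the high and low control bounds, cut at about 19% in these data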;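 further: 0% = median of test compound wells and 100% = no enzyme DMSO wells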
Target sequence (Q9NZ20 whole entry, looked up): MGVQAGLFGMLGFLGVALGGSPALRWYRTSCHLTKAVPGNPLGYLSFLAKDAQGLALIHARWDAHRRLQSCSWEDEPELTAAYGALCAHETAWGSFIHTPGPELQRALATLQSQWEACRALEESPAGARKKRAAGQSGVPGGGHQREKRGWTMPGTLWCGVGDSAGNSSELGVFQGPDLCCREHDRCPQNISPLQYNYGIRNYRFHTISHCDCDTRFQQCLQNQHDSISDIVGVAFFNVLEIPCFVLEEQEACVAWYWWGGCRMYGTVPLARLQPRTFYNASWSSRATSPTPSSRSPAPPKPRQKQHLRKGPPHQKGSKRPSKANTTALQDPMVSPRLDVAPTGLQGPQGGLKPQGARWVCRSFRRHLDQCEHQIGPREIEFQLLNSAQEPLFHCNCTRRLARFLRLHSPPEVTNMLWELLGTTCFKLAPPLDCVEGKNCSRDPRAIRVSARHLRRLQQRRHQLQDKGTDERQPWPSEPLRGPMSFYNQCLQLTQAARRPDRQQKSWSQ
DAX1 inh-1 – inhibitors of human orphan nuclear receptor DAX1 (NR0B1). HEK293 Gal4-DAX1 luciferase reporter, luminescence. inhibition, % at 6.75 µM. hit rate 0.99% among 340,000. AID 504766;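 active means inhibition above the mean over all tested compounds plus 3 SD, cut at about 4.2% in these data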;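 further: 0% = DAX1-transfected cells with DMSO and 100% = empty-vector control cells with DMSO; inhibition shows as a rise in luminescence from relieved DAX1 repression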
PLC-gamma1 inh – PLC-gamma1 (human) inhibition, primary screen; P19174; purified PLC-gamma1, fluorogenic substrate, fluorescence; inhibition, % at 12.2 µM; hit rate 0.84% among 370,000; AID 720700; in the data active means inhibition above about 9.5%
ssDAF12 agonist – activators of S. stercoralis DAF-12 nuclear receptor; hit rate 1% among 370,000; HEK293 ssDAF-12/GRIP1 lit1-tk-luc reporter, luminescence; % of 3 µM dafachronic acid response; AID 652126; activation, % at 6.8 µM;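 active means activation above the mean over all tested compounds plus 3 SD, cut at about 0.9% in these data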;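 further: 0% = DMSO-only wells and 100% = 3 µM delta7-dafachronic acid wells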
hgDAF12 agonist – activates the H. glycines DAF-12 receptor ligand-binding domain; hit rate 1.8% among 370,000; HEK293 GAL4-hgDAF12 UAS-luciferase reporter, agonist luminescence; normalized to butyrate control; activation, % at 6.8 µM;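 active means activation above a cutoff set at the mean of all screened compounds plus 3 SD, cut at about 10% in these data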;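 further: 0% = DMSO wells and 100% = sodium butyrate wells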
ADAM17 inh – inhibitors of human ADAM17. hit rate 0.83% among 370,000. inhibition, % at 6.95 µM. P78536. recombinant ADAM17, EDANS/DABCYL FRET peptide cleavage;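 active means inhibition above the mean of compounds lying between control limits plus 3 SD, set per campaign, cut at about 8.5% in these data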;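 further: 0% = DMSO-only wells as the low control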
hcDAF12 agonist – activates DAF-12 receptor from parasite H. contortus | HEK293 hcDAF-12 lit1-tk-luc reporter, luminescence; 0% DMSO, 100% Δ7-dafachronic acid | hit rate 1.4% among 370,000 | AID 652067 | activation, % at 6.8 µM;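 active means activation above the mean of all tested compounds plus 3 SD, cut at about 5.5% in these data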;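 further: 100% = response to 3 µM Δ7-dafachronic acid high control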
PLCb3 inh – PLC-beta3 (human) inhibition, primary screen; Purified PLC-beta3, fluorogenic substrate, fluorescence; inhibition, % at 12.2 µM; hit rate 0.18% among 370,000; AID 720704; in the data active means inhibition above about 11%;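 further: 0% = median of compound wells on plate and 100% = full blocker control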
GAA850 FXN act – increases GAA850 frataxin promoter reporter activity; HEK293 lucGAA850 FXN promoter luciferase reporter, 24 h; percent of 10 µM SAHA response; activation, % at 6 µM; hit rate 0.56% among 360,000;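 active means activation above the average of all compounds screened plus 3 SD, cutoff fixed separately per campaign, cut at about 7.5% in these data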;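 further: 0% = DMSO wells and 100% = 10 µM SAHA wells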
DAX1 inh-2 – DAX1 (NR0B1) inhibition, primary screen. HEK293T StAR-luciferase reporter, SF-1/DAX-1 repression relief. inhibition, % at 6.8 µM. hit rate 1.1% among 370,000. AID 652010;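 active means inhibition above the mean over all tested compounds plus 3 SD, cut at about 3.6% in these data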;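 further: 0% = DAX-1 cells with DMSO and 100% = cells lacking DAX-1 with DMSO; higher inhibition means more luminescence from relief of DAX-1 repression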
ADAM10 inh – inhibitors of human ADAM10 | AID 720582 | inhibition, % at 7 µM | hit rate 0.62% among 370,000 | recombinant ADAM10, EDANS/DABCYL FRET peptide cleavage, 3 h;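 active means inhibition above a per-campaign cutoff equal to the mean of compounds falling between control-based bounds plus 3 SD, cut at about 20% in these data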;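 further: 0% = DMSO wells while the 100% control is not disclosed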
Target sequence (O14672 214-748 limits assumed): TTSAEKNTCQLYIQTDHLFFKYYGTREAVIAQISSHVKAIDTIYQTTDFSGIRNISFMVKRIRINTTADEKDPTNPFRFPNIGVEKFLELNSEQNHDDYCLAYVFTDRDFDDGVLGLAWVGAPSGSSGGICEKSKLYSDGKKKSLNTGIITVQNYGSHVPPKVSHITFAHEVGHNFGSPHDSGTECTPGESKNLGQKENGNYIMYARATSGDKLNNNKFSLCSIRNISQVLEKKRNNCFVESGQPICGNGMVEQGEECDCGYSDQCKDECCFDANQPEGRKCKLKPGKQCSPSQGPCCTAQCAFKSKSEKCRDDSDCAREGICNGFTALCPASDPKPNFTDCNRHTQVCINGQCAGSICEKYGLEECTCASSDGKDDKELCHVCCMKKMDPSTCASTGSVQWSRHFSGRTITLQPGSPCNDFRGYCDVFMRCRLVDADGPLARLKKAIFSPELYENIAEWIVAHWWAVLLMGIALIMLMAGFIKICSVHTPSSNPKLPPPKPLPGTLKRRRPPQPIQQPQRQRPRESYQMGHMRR
The depositor's hits bear a star. Random draw from the library. About 6.9% of those tested had a hit in this group.

`COCCN(C(=O)c1ccc(OC2CCN(S(=O)(=O)N(C)C)CC2)cc1)C(C)C` gave HGIII-sPLA2 inh 13, DAX1 inh-1 -1.9, PLC-gamma1 inh 1, ssDAF12 agonist -1.9, hgDAF12 agonist 1.7, ADAM17 inh -4, hcDAF12 agonist -2.6, PLCb3 inh -10, GAA850 FXN act -0.3, DAX1 inh-2 0.3 and ADAM10 inh -7.
`O=C(Cc1ccc(F)cc1)N[C@@H]1c2ccccc2CC[C@H]1OCc1ccccc1` gave HGIII-sPLA2 inh 4, DAX1 inh-1 0.0, PLC-gamma1 inh 1, ssDAF12 agonist -1.2, hgDAF12 agonist 1.4, ADAM17 inh -4, hcDAF12 agonist 0.9, PLCb3 inh 3, GAA850 FXN act -3.3, DAX1 inh-2 0.0 and ADAM10 inh -12.
Screening COc1ccc(Cn2nnnc2C(C(C)C)N(Cc2ccco2)Cc2cccs2)cc1 (stereo unspecified) returned HGIII-sPLA2 inh -2, DAX1 inh-1 -0.6, PLC-gamma1 inh 14*, ssDAF12 agonist -1.8, hgDAF12 agonist -0.3, ADAM17 inh 13*, hcDAF12 agonist -0.6, PLCb3 inh 14*, GAA850 FXN act 1.6, DAX1 inh-2 -1.1 and ADAM10 inh 20*.
Screening COc1ccc(/C=C/C(=O)NC(=S)NNC(=O)c2ccco2)cc1 returned HGIII-sPLA2 inh 25*, DAX1 inh-1 -0.8, PLC-gamma1 inh -18, ssDAF12 agonist -0.5, hgDAF12 agonist 6.4, ADAM17 inh -2, hcDAF12 agonist 0.0, PLCb3 inh -22, GAA850 FXN act -3.7, DAX1 inh-2 -0.6 and ADAM10 inh -4.
Screening CCOC(=O)CCn1cc(F)c(=O)n(Cc2ccccc2)c1=O returned HGIII-sPLA2 inh 2, DAX1 inh-1 -0.3, PLC-gamma1 inh -1, ssDAF12 agonist -1.6, hgDAF12 agonist 1.5, ADAM17 inh -2, hcDAF12 agonist -1.4, PLCb3 inh 6, GAA850 FXN act 0.1, DAX1 inh-2 0.2 and ADAM10 inh -5.
Screening O=C(CNS(=O)(=O)/C=C/c1ccccc1)OCC(=O)N1CCC(Cc2ccccc2)CC1 returned HGIII-sPLA2 inh -24, DAX1 inh-1 0.3, PLC-gamma1 inh -2, ssDAF12 agonist -1.1, hgDAF12 agonist 2.5, ADAM17 inh 3, hcDAF12 agonist -0.7, PLCb3 inh 0, GAA850 FXN act 0.6, DAX1 inh-2 -0.5 and ADAM10 inh 9.
Screening CC(C)CC(N)c1csc(NC(=O)c2cc(C(C)(C)C)nn2Cc2ccccc2)n1 (stereo unspecified) returned HGIII-sPLA2 inh 12, PLC-gamma1 inh 16*, ssDAF12 agonist -0.6, hgDAF12 agonist -1.7, ADAM17 inh 8, hcDAF12 agonist -0.6, PLCb3 inh 5, GAA850 FXN act -12, DAX1 inh-2 -2.9 and ADAM10 inh 12.
For O=C(NC1=NCCS1)C1CC(=O)N(c2ccc(Cl)cc2)C1 (stereo unspecified) the results were HGIII-sPLA2 inh -1, DAX1 inh-1 0.4, PLC-gamma1 inh -1, ssDAF12 agonist -1.4, hgDAF12 agonist 3.1, ADAM17 inh -2, hcDAF12 agonist -0.7, PLCb3 inh -1, GAA850 FXN act -0.5, DAX1 inh-2 0.8 and ADAM10 inh -2.
`CCCn1c(SCC(=O)Nc2ccc(NC(=O)CC)cc2)nc2c1c(=O)n(C)c(=O)n2C` gave HGIII-sPLA2 inh 1, DAX1 inh-1 -0.6, PLC-gamma1 inh -1, ssDAF12 agonist -1.1, hgDAF12 agonist 0.4, ADAM17 inh 0, hcDAF12 agonist 1.4, PLCb3 inh -5, GAA850 FXN act 0.8, DAX1 inh-2 -0.8 and ADAM10 inh 0.
Screening CCCn1nnnc1SCC(=O)NCc1ccccc1 returned HGIII-sPLA2 inh -3, DAX1 inh-1 0.6, PLC-gamma1 inh 0, ssDAF12 agonist -0.7, hgDAF12 agonist -2.2, ADAM17 inh -3, hcDAF12 agonist 0.1, PLCb3 inh -5, GAA850 FXN act 0.8, DAX1 inh-2 -0.3 and ADAM10 inh 1.
O=C1CC(SCCO)C(=O)N1c1ccccc1 (stereo unspecified) was read as HGIII-sPLA2 inh -1, DAX1 inh-1 -1.6, PLC-gamma1 inh 0, ssDAF12 agonist -2.0, hgDAF12 agonist -0.7, ADAM17 inh 2, hcDAF12 agonist 1.6, PLCb3 inh 2, GAA850 FXN act -1.1, DAX1 inh-2 -0.1 and ADAM10 inh 3.
`Cc1cccc(CNC(=O)C2CCC(=O)N(Cc3ccccc3F)C2)n1` (stereo unspecified) gave HGIII-sPLA2 inh 2, DAX1 inh-1 1.1, PLC-gamma1 inh 0, ssDAF12 agonist 0.1, hgDAF12 agonist -2.8, ADAM17 inh 0, hcDAF12 agonist 0.1, PLCb3 inh -2, GAA850 FXN act 0.8, DAX1 inh-2 0.1 and ADAM10 inh -4.
`CC(=O)Nc1ccc(Cc2ccncc2)cc1` gave HGIII-sPLA2 inh 0, DAX1 inh-1 0.0, PLC-gamma1 inh 0, ssDAF12 agonist -0.9, hgDAF12 agonist 0.9, ADAM17 inh -4, hcDAF12 agonist -0.7, PLCb3 inh 2, GAA850 FXN act -1.6, DAX1 inh-2 0.4 and ADAM10 inh 4.
For CC(C)C(=O)Nc1cccc(NC(=O)c2ccc(Cl)cc2Cl)c1 the results were HGIII-sPLA2 inh 2, DAX1 inh-1 -0.5, PLC-gamma1 inh 3, ssDAF12 agonist -1.8, hgDAF12 agonist -3.7, ADAM17 inh 4, hcDAF12 agonist -0.4, PLCb3 inh 5, GAA850 FXN act 2.5, DAX1 inh-2 0.2 and ADAM10 inh 5.
Screening CC1C(=O)N(Cc2cn(Cc3ccco3)nn2)CCS(=O)(=O)N1Cc1ccc(-c2cccc(CO)c2)cc1 (stereo unspecified) returned HGIII-sPLA2 inh -31, DAX1 inh-1 0.4, PLC-gamma1 inh 0, ssDAF12 agonist -1.0, hgDAF12 agonist -4.3, ADAM17 inh 1, hcDAF12 agonist -1.1, PLCb3 inh -2, GAA850 FXN act -1.0, DAX1 inh-2 -0.2 and ADAM10 inh -6.
For c1ccc(-c2ccccc2OCCn2cncn2)cc1 the results were HGIII-sPLA2 inh -4, DAX1 inh-1 2.0, PLC-gamma1 inh -2, ssDAF12 agonist -0.7, hgDAF12 agonist 1.2, ADAM17 inh -5, hcDAF12 agonist 0.3, PLCb3 inh 0, GAA850 FXN act -0.9, DAX1 inh-2 0.4 and ADAM10 inh 7.
`O=C(NN1C(=O)c2ccccc2C1=O)C1CC2CCC1C2` (stereo unspecified) gave HGIII-sPLA2 inh 6, DAX1 inh-1 0.7, PLC-gamma1 inh 2, ssDAF12 agonist -0.8, hgDAF12 agonist -0.2, ADAM17 inh 1, hcDAF12 agonist -1.0, PLCb3 inh 1, GAA850 FXN act 0.4, DAX1 inh-2 -0.2 and ADAM10 inh -7.
For CCOC(=O)c1ccc(OCCOc2ccccc2C)cc1 the results were HGIII-sPLA2 inh 4, DAX1 inh-1 3.4, PLC-gamma1 inh -1, ssDAF12 agonist -0.1, hgDAF12 agonist 1.8, ADAM17 inh 0, hcDAF12 agonist 0.5, PLCb3 inh -6, GAA850 FXN act -0.1, DAX1 inh-2 -0.2 and ADAM10 inh 11.
CCCN1CCc2[nH]c(=S)[nH]c(=O)c2C1 was read as HGIII-sPLA2 inh 14, DAX1 inh-1 -0.5, PLC-gamma1 inh -8, ssDAF12 agonist -1.0, hgDAF12 agonist 0.4, ADAM17 inh -6, hcDAF12 agonist 3.0, PLCb3 inh -5, GAA850 FXN act -0.3, DAX1 inh-2 0.6 and ADAM10 inh -18.
Screening CCCN(C(=O)CSCC(=O)Nc1ccc(OC)cc1)c1c(N)n(Cc2ccccc2)c(=O)[nH]c1=O returned HGIII-sPLA2 inh -1, DAX1 inh-1 -0.9, PLC-gamma1 inh -2, ssDAF12 agonist -0.8, hgDAF12 agonist 1.5, ADAM17 inh -2, hcDAF12 agonist 0.4, PLCb3 inh -6, GAA850 FXN act 3.4, DAX1 inh-2 1.1 and ADAM10 inh -7.
CCC1=Nc2ccc(Br)cc2C(c2ccccc2)N1CC(=O)OC (stereo unspecified) was read as HGIII-sPLA2 inh -24, DAX1 inh-1 -0.6, PLC-gamma1 inh -3, ssDAF12 agonist -0.8, hgDAF12 agonist 0.4, ADAM17 inh -2, hcDAF12 agonist 0.4, PLCb3 inh 2, GAA850 FXN act -0.8, DAX1 inh-2 -1.2 and ADAM10 inh -10.
`C=CCN1C(=O)C(CC(=O)O)S/C1=N/N=C/c1ccc(N(CC)CC)cc1` (stereo unspecified) gave HGIII-sPLA2 inh 6, DAX1 inh-1 0.9, PLC-gamma1 inh -109, ssDAF12 agonist -1.0, hgDAF12 agonist -0.1, ADAM17 inh -165, hcDAF12 agonist -1.1, PLCb3 inh -159, GAA850 FXN act 0.1, DAX1 inh-2 -1.0 and ADAM10 inh -493.
`CCOc1cccc(/C=C/c2ccc3cccc(O)c3n2)c1O` gave HGIII-sPLA2 inh 2, DAX1 inh-1 1.6, PLC-gamma1 inh -131, ssDAF12 agonist 0.0, hgDAF12 agonist 10*, ADAM17 inh 1, hcDAF12 agonist 5.8*, PLCb3 inh -164, GAA850 FXN act 3.2, DAX1 inh-2 0.1 and ADAM10 inh 6.
Screening CCCCCCOc1ccc(C(CC(=O)NC)C(=O)O)cc1 (stereo unspecified) returned HGIII-sPLA2 inh 5, DAX1 inh-1 -1.6, PLC-gamma1 inh 0, ssDAF12 agonist -0.8, hgDAF12 agonist -1.2, ADAM17 inh -5, hcDAF12 agonist 0.2, PLCb3 inh -5, GAA850 FXN act 0.0, DAX1 inh-2 0.8 and ADAM10 inh 2.
Screening Cc1nn(C)c(Nc2ccc(Br)cc2)c1Br returned HGIII-sPLA2 inh 7, DAX1 inh-1 -4.4, PLC-gamma1 inh 3, ssDAF12 agonist -2.4, hgDAF12 agonist -6.0, ADAM17 inh 1, hcDAF12 agonist -3.6, PLCb3 inh -1, GAA850 FXN act -2.4, DAX1 inh-2 -2.9 and ADAM10 inh 2.
CN(C(=O)C1CCCCC1)C1CCS(=O)(=O)C1 (stereo unspecified) was read as HGIII-sPLA2 inh -1, DAX1 inh-1 -0.7, PLC-gamma1 inh 2, ssDAF12 agonist -0.7, hgDAF12 agonist 0.7, ADAM17 inh 3, hcDAF12 agonist 0.6, PLCb3 inh -1, GAA850 FXN act -0.2, DAX1 inh-2 2.6 and ADAM10 inh 2.
CCOc1ccc(N(C)S(=O)(=O)c2ccc(C)c(C(=O)NCc3cccs3)c2)cc1 was read as HGIII-sPLA2 inh -9, DAX1 inh-1 -0.6, PLC-gamma1 inh -3, ssDAF12 agonist -1.1, hgDAF12 agonist 0.1, ADAM17 inh -6, hcDAF12 agonist -1.4, PLCb3 inh -6, GAA850 FXN act -0.5, DAX1 inh-2 -1.3 and ADAM10 inh -1.
For CCC(C)NC(=O)c1cccc(OCc2c(C)noc2C)c1 (stereo unspecified) the results were HGIII-sPLA2 inh 3, DAX1 inh-1 -2.3, PLC-gamma1 inh 2, ssDAF12 agonist -1.0, hgDAF12 agonist -3.3, ADAM17 inh 0, hcDAF12 agonist -1.8, PLCb3 inh 1, GAA850 FXN act 3.6, DAX1 inh-2 -0.2 and ADAM10 inh -1.

Compound activity deposited in PubChem by The Scripps Research Institute Molecular Screening Center.
